# Screens (PubChem BioAssay)
# MT stabilize HCS = microtubule stabilizers in HeLa cells, primary screen, imaging, high-content imaging; HeLa tubulin immunostaining HCS, 24 h; share of cells brighter than vehicle mean+2SD; % tubulin-high responders, % at 10 µM; 0.83% of 200,000 active;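 active means plate Z-score above 3 for both tubulin-high and condensed-nucleus cell shares, with cell loss under 80%, at 10 µM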;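 further: anti alpha tubulin signal scored within the nucleus-defined area of each cell; some results filed as inactive read as strong as hits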
# Lipid droplet = inhibitors of hepatocyte lipid droplet formation, primary screen, imaging, high-throughput imaging, BODIPY stain; 0.4% of 240,000 active; AML12 mouse hepatocytes, oleate lipid droplets; inhibition, % at 6.5 µM; AID 1656, 2009;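 active means lipid droplet intensity inhibited by at least 50%, with more than 500 cells counted; inconclusive means wells with under 300 cells, treated as cytotoxic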
#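 Material: mouse AML12 hepatocyte cell line, fixed after treatment; Timing: compound with oleate, overnight; Technique: high-content imaging of BODIPY-stained droplets and DAPI nuclei; Probe or stimulus: oleate, 100 µM final; Dosing: compound at 6.5 µM only.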
# Autophagy mod = autophagy modulators in MEF cells, primary screen, imaging, high-content, MEF GFP-LC3; MEF GFP-LC3 puncta imaging; test concentration mostly 10 µM; calls only at 10 µM (by protocol); 0.98% of 190,000 active; AID 463193, 2010;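 active means percentage of spot-positive cells more than 3 SD above its plate mean, without a fluorescence outlier flag or 80% toxicity; inconclusive means no clear call, values can overlap the other calls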;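 further: spot-positive cell cutoff set from DMSO-treated cells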
# Myeloid diff MLP = induction of myeloid progenitor differentiation, primary screen, cell-based, flow cytometry, MLPCN library | 1% of 360,000 active | calls only at 10 µM | ER-HoxA9 myeloid progenitors, lysozyme-GFP differentiation;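 active means normalized GFP-positive differentiation at or above the plate's own cutoff, the solvent-only control mean plus 3 SD; inconclusive means no clear call, values can overlap the other calls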;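 further: cells exposed to compound for four days before flow analysis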
# WT yeast gro inh = growth inhibition of WT strain, primary screen, mitochondrial fusion inhibitor project, WT and mutant strains, chemical genetic; mitochondrial fusion phenotypic screen; inhibition, % at 10 µM; 2.1% of 190,000 active; in the data active means inhibition above about 58%; tested in S. cerevisiae
# West Nile virus CPE = West Nile virus antiviral activity, cell-based, CPE readout (AID 1621); 0.02% of 290,000 active; CPE inhibition, % at 10 µM; hits with a dose series show IC50 in µM; West Nile virus-infected cells, CPE inhibition; higher % means a stronger effect; in the data active means a potency from the dose series; inconclusive means CPE inhibition mostly from about 3.7% at the one dose, without a potency; inactive means the rest, 99 in 100 with CPE inhibition below about 2.2%; further: strong numbers were not always called active
# Insulin prom up = insulin promoter activators in MIN6 cells, imaging, high-content screening, mouse beta cells | AID 1625, 2009 | MIN6 insulin promoter-GFP reporter; active compounds read high | 0.3% of 190,000 active | z-score at 5 µM;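 active means z-score above 3 at 5 µM with at least 500 cells counted in the well; inconclusive means wells under 500 cells, flagged as cytotoxic or low count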
# T cell HTS = modulators of CD8 T cell-vesicle binding, primary screen, mouse 2C CD8+ T cells, flow cytometry; 2C CD8+ T cell-vesicle binding; active compounds read low; calls only at 7 µM; 0.068% of 330,000 active;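 active means response, share of CD8 T cells binding vesicles, and their 90th percentile fluorescence all below set limits, cut at about 80% in these data, passing the limit was not always enough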
#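 Also added: QL9-peptide-loaded Drosophila micro-vesicles bearing Ld, ICAM-1 and B7-1; Test system: purified 2C TCR transgenic mouse naive CD8+ T cells; Measured by: cytometric PE anti-B7-1 and Alexa647 anti-CD8 signals after 1% paraformaldehyde fixation; Timing: binding step 1.5 h, 37 °C, antibody labelling 20 min, ice.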
# bCat nuc transl = modulators of beta-catenin nuclear translocation, primary screen, imaging, HeLa cells, immunofluorescence, high-content; AID 1665, 2009; 0.3% of 190,000 active; nuclear translocation activity, % at 5 µM;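 active means nuclear translocation activity above 50% at 5 µM, with a well cell count of 50 or more; inconclusive means wells under 50 cells across six images, flagged as toxic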;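 further: per-cell ratio of nuclear to cytoplasmic median beta-catenin stain intensity; plate controls were DMSO negative control for no effect and GSK-3 inhibitor IX positive control for full effect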
#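 Read-out: Nuclear/cytoplasmic beta-catenin signal ratio, % activation | Assay system: Human HeLa cell line | Times: 24 h compound exposure at 37°C, 5% CO2 | Signal: Fluorescence imaging of beta-catenin antibody stain plus DAPI | Dosing: 5 µM primary, 0.02–20 µM confirmation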
# WT yeast gro inh mutant strain = also measured in WT yeast gro inh; calls as there; inhibition, %; mitochondrial fusion phenotypic screen, mutant strain inhibition
# Insulin prom up cell count = also measured in Insulin prom up; calls as there; cell count; measured here: cytotoxicity, nuclei count;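 total cells summed across four imaged fields per well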
# Lipid droplet cells 6.5 µM = further read-out of Lipid droplet, marked with its call; cell count; measured here: cell count, cytotoxicity flag;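 cells counted across two imaged fields per well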
# bCat nuc transl cell count 5 µM = second read-out of bCat nuc transl, no call of its own (marks repeat the call); cell count; measured here: cell count, cytotoxicity flag
# T cell HTS vesicle-bound % = second read-out of T cell HTS, no call of its own (marks repeat the call); double positive events, %; measured here: CD8+ vesicle-bound cell fraction;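 binding gate set so that unloaded-vesicle control wells show 10% double positive cells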
# MT stabilize HCS Hoechst-high % = also measured in MT stabilize HCS; calls as there; % Hoechst-high responders; measured here: nuclear condensation Hoechst responders;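 share of cells brighter than vehicle mean plus two SD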
# MT stabilize HCS cytotoxicity % = second read-out of MT stabilize HCS, no call of its own (marks repeat the call); toxicity, %; measured here: cytotoxicity by cell density;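 0% = mean cell density of plate MIN control wells and 100% = no cells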
# Autophagy mod cell loss 18 h = second read-out of Autophagy mod, no call of its own (marks repeat the call); toxicity, %; measured here: cell loss, nuclei count;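 cell loss after 18 h compound exposure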
# Myeloid diff MLP GFP+ MAC1+ % = further read-out of Myeloid diff MLP, marked with its call; GFP+ MAC1+ double positive, %; measured here: differentiation confirmed by MAC1 staining
# The depositor's hits bear a star; i = inactive; ? = inconclusive; . = no result given; + = active, no number. Outcome played no part in choosing rows, and some 3.9% of all compounds hit somewhere here.
SMILES,MT stabilize HCS,MT stabilize HCS Hoechst-high %,MT stabilize HCS cytotoxicity %,Lipid droplet,Lipid droplet cells 6.5 µM,Autophagy mod,Autophagy mod cell loss 18 h,Myeloid diff MLP,Myeloid diff MLP GFP+ MAC1+ %,WT yeast gro inh,WT yeast gro inh mutant strain,West Nile virus CPE,Insulin prom up,Insulin prom up cell count,T cell HTS,T cell HTS vesicle-bound %,bCat nuc transl,bCat nuc transl cell count 5 µM
CC1(C)Oc2ccc(C(=O)N/N=C/c3ccc(O)cc3)cc2NC1=O,.,.,.,4,826,.,.,i,1.1,.,.,0.3%,.,.,i,37,.,.
CN(C)CC/C=C1/c2ccccc2COc2ccccc21,.,.,.,-2,709,.,.,.,.,8,-6,-0.4%,-0.01,1354,i,46,1.0,1020
C=CCOc1nc2c(c(=O)n(Cc3ccc(Cl)c(Cl)c3)c(=O)n2C)n1C,4.3,2.1,6.3,.,.,i,-6,i,0.3,.,.,0.1%,.,.,i,29,.,.
O=C(OCc1nc2ccccc2s1)c1cccc(S(=O)(=O)N2CCOCC2)c1,2.5,2.1,7.1,.,.,i,0,i,1.0,-1,-9,0.7%,0.44,1127,i,22,-5.4,961
CCOC(=O)/C=c1\s/c(=C\c2ccc(C#N)cc2)c(=O)n1CC(=O)NCc1ccco1,2.6,3.5,9.6,4,718,i,-44,i,0.0,-2,-13,-0.5%,-0.27,1337,i,53,-2.6,535
COc1cc([N+](=O)[O-])ccc1NC(=O)CCCOc1cccc(C)c1C,2.3,1.6,5.8,0,597,i,17,i,14,14,1,0.5%,-0.09,1779,i,32,3.3,938
NS(=O)(=O)c1ccc(NC(=O)/C=C/c2ccc3c(c2)OCO3)cc1,2.2,2.2,1.6,1,669,i,-1,i,0.2,15,19,0.4%,0.74,1486,i,56,10,749
CCCCOc1cccc(C(=O)N(Cc2cccs2)C2CCS(=O)(=O)C2)c1 (stereo unspecified),3.2,1.9,4.7,.,.,i,-3,i,1.6,-20,14,-0.4%,-0.38,1237,i,45,-5.4,907
Cc1cc(C(=O)CSc2nc3ccccc3c(=O)n2C)c(C)n1Cc1ccc2c(c1)OCO2,12,2.3,10,.,.,i,15,i,1.9,4,0,?,?,.,i,9,1.5,832
S=C(NCCc1ccc(Cl)cc1)NCc1ccco1,1.4,2.1,11,-25,657,i,-25,i,0.2,11,8,0.1%,-1.8,1494,i,67,-1.0,1065
Cc1nn(-c2ccccc2Cl)c(Cl)c1/C=N/Nc1nc2ccccc2s1,3.9,2.3,5.1,-1,666,i,-4,i,0.8,10,5,-0.6%,0.42,1006,i,39,-2.4,849
CCn1c(SCC(=O)NC(=O)NCc2ccco2)nc2sc(C)c(C)c2c1=O,0.7,0.9,6.1,1,774,i,-8,i,0.8,7,12,.,.,.,i,60,2.1,1078
CCc1nc(Nc2ccc(OC)cc2OC)c2oc3ccccc3c2n1,.,.,.,-1,759,.,.,i,0.2,.,.,-1.3%,.,.,i,57,.,.
O=C(CN1C(=O)S/C(=C/c2ccc(N3CCOCC3)cc2)C1=O)N1CCOCC1,2.5,2.4,6.2,0,655,i,10,i,0.6,-6,-18,-0.4%,-0.12,1246,i,36,1.5,467
CCOc1ccc(NC(=O)CCSc2nc3c(c(CC)c2C#N)C(=O)CC(C)(C)C3)cc1,2.2,1.3,5.9,55*,788*,i,1,?,.,.,.,-0.5%,-0.11,870,i,47,1.7,1029
CN(C)CCOC(=O)c1sc2ccccc2c1Cl,3.6,1.3,8.3,1,690,i,10,i,0.3,-2,1,0.0%,0.19,1338,i,36,0.2,1138
COc1ccccc1C1=NN(C2=NN=C(N)Cc3ncnn32)C(O)(C(F)(F)F)C1 (stereo unspecified),3.7,1.5,4.1,0,650,i,-1,i,0.1,11,-4,0.5%,-0.11,1275,i,58,-3.5,1093
CC1(C)CC(=O)C(C=NCCN2CCN(C(=O)CC3CCCC3)CC2)=C(O)C1,2.5,2.1,8.0,.,.,i,21,i,0.8,11,4,0.1%,0.35,1205,.,.,-6.7,976
O=C(CCN1C(=O)/C(=C/c2ccc(Cl)cc2)SC1=S)NCCCn1ccnc1,.,.,.,-54,694,.,.,i,2.3,.,.,1.4%,.,.,i,1,.,.
CCO[C@H]1OC(C(=O)N2CCN(C)CC2)=C[C@@H](C)[C@@H]1CCCO,1.2,1.7,5.0,-2,689,i,33,i,2.2,-4,-4,-0.1%,-0.71,1382,.,.,0.4,1071
CC1CCCCN1C(=O)c1ccc(S(=O)(=O)N2CCCCC2C)cc1 (stereo unspecified),6.5,3.1,9.4,.,.,i,7,i,0.8,4,-6,-0.9%,-0.57,1155,i,54,-3.7,1026
COc1ccc(C2CC(=O)Nc3sc(=N)c4c(N)c(C#N)c(N)nc4c32)cc1OC (stereo unspecified),2.6,2.0,7.5,.,.,i,-21,i,1.0,-17,-4,0.4%,-0.63,1521,i,33,0.0,1402
Cc1nc(S(=O)(=O)Nc2ccccc2C(=O)NCC2CC2)cn1C,.,.,.,13,709,.,.,i,1.2,.,.,0.3%,-0.85,1052,i,59,-0.5,1279
CCc1ccc(NC(=O)c2c(C(=O)Nc3ccccc3)sc3nc(C)cc(=O)n23)cc1,3.2,2.6,11,-37,677,i,-4,i,0.3,-2,16,0.8%,-3.6,599,i,32,-0.9,1057
Cn1ncc2c(N3CCCCC3)nc(NCCCO)nc21,.,.,.,2,785,.,.,i,2.3,.,.,0.5%,.,.,i,21,.,.

# (listing goes on)
SMILES,MT stabilize HCS,MT stabilize HCS Hoechst-high %,MT stabilize HCS cytotoxicity %,Lipid droplet,Lipid droplet cells 6.5 µM,Autophagy mod,Autophagy mod cell loss 18 h,Myeloid diff MLP,Myeloid diff MLP GFP+ MAC1+ %,WT yeast gro inh,WT yeast gro inh mutant strain,West Nile virus CPE,Insulin prom up,Insulin prom up cell count,T cell HTS,T cell HTS vesicle-bound %,bCat nuc transl,bCat nuc transl cell count 5 µM
CCn1c(SCC(=O)Nc2nccc(C)n2)nc2ccccc21,.,.,.,-12,729,.,.,i,1.1,.,.,0.4%,-0.33,1489,i,29,-5.0,1179
O=C(O)c1c(F)c(F)cc2ccccc12,4.6,2.4,5.4,-4,779,i,3,i,0.6,-3,-2,.,.,.,i,15,1.7,1156
Cc1csc(N2CCc3ccccc32)n1,2.1,1.2,1.1,17,730,i,-11,i,0.7,4,5,0.3%,0.15,1311,i,12,.,.
C=C1c2ccccc2NC(=S)N1Cc1ccc2c(c1)OCO2,2.3,2.3,5.5,-1,671,i,5,i,0.2,13,21,0.4%,-0.06,1262,i,63,1.1,1089
O=C(O)c1sccc1SCc1ccc(Cl)c(Cl)c1,0.9,2.4,9.7,.,.,i,1,i,0.8,-6,2,0.3%,.,.,i,43,.,.
Cn1c(=O)c(Oc2ccc(F)cc2)c(O)c2ccccc21,1.2,3.9,8.1,-18,753,i,-6,i,0.2,-11,-20,-0.3%,-0.05,1332,i,60,.,.
O=C(CN1CCN(S(=O)(=O)c2ccc(Cl)cc2)CC1)c1ccc(O)c(O)c1,.,.,.,22,724,.,.,?,.,.,.,0.2%,.,.,i,24,.,.
O=C(NCC(c1cccnc1)N1CCN(c2ccccc2)CC1)OCc1ccccc1 (stereo unspecified),3.1,1.6,6.4,0,734,i,32,i,0.9,11,0,-0.9%,-0.2,711,.,.,-0.2,1109
O=C(Nc1nccs1)c1cn(-c2ccccc2)nc1-c1ccncc1,5.2,2.3,1.6,21,679,i,-30,+,1.7*,9,15,-0.2%,-0.45,1511,i,60,1.9,955
Cn1c(SCC(=O)NNC(=O)c2ccc(Cl)cc2)nnc1-c1cccnc1,2.1,1.1,9.8,11,700,i,19,i,0.3,-9,-9,0.1%,-0.31,1398,i,44,-2.2,1035
COc1cc(C2Nn3c(nnc3-c3ccccc3OC)S2)ccc1O (stereo unspecified),4.3,2.5,7.4,-5,689,i,-14,i,1.9,11,2,0.2%,.,.,i,44,0.8,566
CN(C)S(=O)(=O)Nc1ccc(NS(=O)(=O)N(C)C)c(S(=O)(=O)c2ccccc2)c1,3.7,2.2,14,.,.,i,-11,i,1.5,-5,5,0.8%,-0.18,1073,i,24,-1.2,1109
CCOC(=O)CSc1nnc(CSc2nc3ccccc3s2)n1C,5.2,1.3,7.8,.,.,i,-8,i,4.9,6,-10,-0.3%,0.83,1027,i,12,-2.4,1158
CCNC(=O)NC(=O)C(C)Sc1nc2cc(C(=O)OC)ccc2c(=O)n1-c1ccccc1 (stereo unspecified),3.7,0.8,6.4,.,.,i,2,i,0.6,-3,16,-0.2%,-0.59,1294,i,22,0.8,819

# Record cards, from the list above. Order of values: MT stabilize HCS	MT stabilize HCS Hoechst-high %	MT stabilize HCS cytotoxicity %	Lipid droplet	Lipid droplet cells 6.5 µM	Autophagy mod	Autophagy mod cell loss 18 h	Myeloid diff MLP	Myeloid diff MLP GFP+ MAC1+ %	WT yeast gro inh	WT yeast gro inh mutant strain	West Nile virus CPE	Insulin prom up	Insulin prom up cell count	T cell HTS	T cell HTS vesicle-bound %	bCat nuc transl	bCat nuc transl cell count 5 µM
# `CN(C)CCOC(=O)c1sc2ccccc2c1Cl` reads 3.6	1.3	8.3	1	690	i	10	i	0.3	-2	1	0.0%	0.19	1338	i	36	0.2	1138
# `O=C(CN1C(=O)S/C(=C/c2ccc(N3CCOCC3)cc2)C1=O)N1CCOCC1` reads 2.5	2.4	6.2	0	655	i	10	i	0.6	-6	-18	-0.4%	-0.12	1246	i	36	1.5	467
